IMP-1 inhibitor = blocks Pseudomonas aeruginosa IMP-1 metallo-beta-lactamase | inhibition, % at 5.6 µM | purified IMP-1, nitrocefin hydrolysis, epi-absorbance fluorescence | AID 1556 | 290,000 compounds, 0.45% hits;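 active = inhibition above the mean plus 3 SD of all compounds in the same screening run, cut at about 4.5% in these data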;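 also: 0% = IMP-1 with DMSO and 100% = DMSO wells lacking enzyme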
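Assay system: purified recombinant IMP-1 beta-lactamase. Input: IMP-1 0.2 nM before substrate addition. Buffer or medium: Zinc- and detergent-supplemented HEPES buffer, pH 7.1. Schedule: 25 °C, 15 min preincubation, 25 min reaction. Signal: Epi-absorbance fluorescence, 480 nm excitation, 530 nm emission. Evaluation: percent inhibition from optical density relative to buffer-blank wells.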
NALP1 inh = blocks the NALP1 inflammasome reconstituted in yeast. inhibition, % at 10 µM. S. cerevisiae NALP1/ASC/caspase-1 growth, X-gal OD620, 72 h. 280,000 compounds, 0.61% hits; in the data active = inhibition mostly above about 24%, no sharp cut-off; inactive = mostly below about 32%; also: some compounds called inactive have numbers as strong as hits
M18AAP inhibitor = blocks P. falciparum M18 aspartyl aminopeptidase; recombinant PfM18AAP, H-Glu-NHMec fluorogenic cleavage; inhibition, % at 7.35 µM; 290,000 compounds, 1.2% hits; AID 1822;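 active = inhibition above the campaign mean inhibition over all tested compounds plus 3 SD, cut at about 28% in these data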;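 also: 0% = plate median of test compound wells and 100% = 2 mM ZnCl2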
IDE act = IDE (human) activation, cell-based; 340,000 compounds, 0.073% hits; P14735; HEK cells, FAbeta-B cleavage, fluorescence polarization; 0% vehicle, 100% cell-free pure enzyme wells; activation, % at 5.96 µM;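 active = activation above the mean of all tested compounds plus 3 SD, set per screening campaign, cut at about 17% in these data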
p-CIP stab down = lowers stability of the mouse p/CIP coactivator protein | F442A p/CIP-EGFP cells, EGFP fluorescence, 16 h | decrease of EGFP signal, % at 10 µM | Q05BA5 | AID 1984 | 290,000 compounds, 0.01% hits;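 active = EGFP signal decrease of at least 30% at 10 µM or well 3 SD below plate mean, unless failing retest; inactive = the rest, including hits failing retest or dose response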; also: some compounds called inactive have numbers as strong as hits; many of its hits are not listed in these tables
Target sequence (Q05BA5 1-1403): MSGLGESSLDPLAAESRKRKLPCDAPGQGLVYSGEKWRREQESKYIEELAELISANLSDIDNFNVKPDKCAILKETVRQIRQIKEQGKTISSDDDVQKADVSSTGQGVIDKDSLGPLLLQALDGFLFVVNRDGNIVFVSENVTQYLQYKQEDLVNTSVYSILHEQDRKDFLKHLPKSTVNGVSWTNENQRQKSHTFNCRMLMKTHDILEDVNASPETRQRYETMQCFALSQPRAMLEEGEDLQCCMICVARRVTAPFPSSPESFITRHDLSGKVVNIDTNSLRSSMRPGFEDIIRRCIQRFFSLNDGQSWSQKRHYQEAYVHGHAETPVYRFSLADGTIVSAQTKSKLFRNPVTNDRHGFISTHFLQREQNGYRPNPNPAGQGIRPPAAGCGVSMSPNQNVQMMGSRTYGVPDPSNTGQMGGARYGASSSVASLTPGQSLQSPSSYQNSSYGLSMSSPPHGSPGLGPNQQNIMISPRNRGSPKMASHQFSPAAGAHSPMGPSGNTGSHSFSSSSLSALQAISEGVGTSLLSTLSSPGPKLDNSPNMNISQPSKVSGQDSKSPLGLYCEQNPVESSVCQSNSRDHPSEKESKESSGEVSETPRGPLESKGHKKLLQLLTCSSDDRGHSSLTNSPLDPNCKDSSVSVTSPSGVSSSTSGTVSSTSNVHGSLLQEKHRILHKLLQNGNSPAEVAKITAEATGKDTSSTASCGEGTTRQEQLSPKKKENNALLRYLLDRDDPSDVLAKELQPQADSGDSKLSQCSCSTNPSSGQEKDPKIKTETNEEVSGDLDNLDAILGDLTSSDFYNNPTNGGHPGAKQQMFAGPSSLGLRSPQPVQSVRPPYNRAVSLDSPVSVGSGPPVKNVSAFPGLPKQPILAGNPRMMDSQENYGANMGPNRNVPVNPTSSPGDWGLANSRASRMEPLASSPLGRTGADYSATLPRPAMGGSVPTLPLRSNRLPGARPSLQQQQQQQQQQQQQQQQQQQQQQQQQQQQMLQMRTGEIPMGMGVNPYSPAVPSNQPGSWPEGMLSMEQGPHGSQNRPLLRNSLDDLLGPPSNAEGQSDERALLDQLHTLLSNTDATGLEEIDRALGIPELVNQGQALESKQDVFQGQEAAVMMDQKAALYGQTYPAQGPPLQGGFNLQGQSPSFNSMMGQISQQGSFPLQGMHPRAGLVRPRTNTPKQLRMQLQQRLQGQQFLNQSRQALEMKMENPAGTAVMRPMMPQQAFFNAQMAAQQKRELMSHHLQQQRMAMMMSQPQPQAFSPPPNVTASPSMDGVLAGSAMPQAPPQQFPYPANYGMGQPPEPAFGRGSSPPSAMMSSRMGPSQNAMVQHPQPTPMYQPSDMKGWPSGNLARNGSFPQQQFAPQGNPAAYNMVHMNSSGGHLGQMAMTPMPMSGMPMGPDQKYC
GPR7 antag = antagonists of human GPR7 (neuropeptides B/W receptor 1). GPR7-expressing cells, fluorescence antagonist assay. P48145. AID 1861. 290,000 compounds, 1.1% hits. inhibition, % at 4.4 µM; in the data active = inhibition above about 16%, passing the limit was not always enough;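 also: cells stimulated with the agonist NPW; 0% = agonist with vehicle and 100% = vehicle without agonist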
PHOSPHO1 block = PHOSPHO1 (human) inhibition; inhibition, % at 13.3 µM; recombinant PHOSPHO1, absorbance phosphatase assay; 290,000 compounds, 1.1% hits; Q8TCT1; AID 1565; in the data active = inhibition above about 60%
VIM-2 inh = blocks Pseudomonas aeruginosa VIM-2 metallo-beta-lactamase. 290,000 compounds, 0.89% hits. purified VIM-2, nitrocefin hydrolysis, epi-absorbance fluorescence. inhibition, % at 5.6 µM. AID 1527;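 active = inhibition above the mean of all tested compounds plus 3 SD, cutoff set per screening run, cut at about 7.5% in these data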;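 also: red hydrolysis product quenches plate fluorescence so inhibitors raise well fluorescence; 0% = enzyme with DMSO and 100% = DMSO without enzyme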
IDE inh = inhibits human insulin-degrading enzyme in HEK cells | P14735 | FAbetaB cleavage, fluorescence polarization | inhibition, % at 5.59 µM | 320,000 compounds, 0.41% hits | AID 434962;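 active = percent inhibition above the average of all tested compounds plus 3 SD, set per screening campaign, cut at about 16% in these data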;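 also: IDE supplied by intact live HEK cells; FP after avidin binding of uncleaved biotin substrate so inhibition keeps polarization high; 0% = DMSO wells and 100% = 60 µM reference IDE inhibitor Ii1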
Starred values were filed as active, the others as inactive; . = no result given.

| no. | compound | IMP-1 inhibitor | NALP1 inh | M18AAP inhibitor | IDE act | p-CIP stab down | GPR7 antag | PHOSPHO1 block | VIM-2 inh | IDE inh |
| --- | --- | --- | --- | --- | --- | --- | --- | --- | --- | --- |
| 1 | CC(=O)Cc1nsc(NC(=O)c2cc(-c3ccccc3Cl)oc2C)n1 | -2.6 | 6 | -5 | 3 | 3 | -6 | 19 | -0.9 | -4 |
| 2 | COC(=O)CNC(=O)C1CCN(C(=O)OCc2ccccc2)CC1 | -2.0 | 37 | -7 | 1 | -10 | -5 | 14 | -3.3 | 0 |
| 3 | Cc1ccc2nsnc2c1NC(=O)c1ccc([N+](=O)[O-])cc1 | -3.2 | 1 | -4 | 1 | -3 | -9 | 25 | -1.4 | -3 |
| 4 | O=C(NCCc1ccccc1)C1CCN(C(=O)NCc2ccccc2)CC1 | -1.9 | 8 | 3 | -4 | -4 | -4 | -14 | -2.4 | 2 |
| 5 | C#CCn1c(O)c(N=NC(=O)C(O)c2ccccc2)c2ccccc21 (stereo not drawn) | -2.6 | . | 4 | 7 | -6 | -21 | 12 | -1.2 | -4 |
| 6 | O=[N+]([O-])c1ccc(N/N=C/c2ccc(OCc3cccc4ccccc34)cc2)nc1 | -3.4 | -9 | 45* | 4 | -10 | -17 | -5 | -5.4 | -1 |
| 7 | O=C(c1ccccc1F)N1CCN(C(=O)C2CC2)CC1 | -1.3 | 8 | 3 | -7 | 0 | -4 | 13 | -0.8 | 2 |
| 8 | O=C(O)COc1c(-c2ccco2)oc2ccccc2c1=O | -2.0 | 1 | 5 | -1 | -3 | -11 | -22 | -0.3 | 1 |
| 9 | C/C(Cn1nnc([N+](=O)[O-])n1)=N\NC(=O)c1ccncc1 | -3.0 | -18 | 2 | 4 | 0 | -7 | 16 | -2.9 | 0 |
| 10 | Cc1[nH]c2ccccc2c1C(=O)COC(=O)C(C)C | -0.7 | 6 | 2 | 2 | 3 | 0 | 12 | -2.8 | -2 |
| 11 | O=C(CN1CCCc2ccccc21)N/N=C/c1ccccc1 | -3.9 | 35 | 6 | -2 | -2 | -4 | 0 | -2.7 | 10 |
| 12 | COc1cccc(S(=O)(=O)Nc2cccc(C(=O)N3CCCC3)c2)c1 | -1.2 | 7 | -9 | 5 | -10 | -3 | 12 | -0.5 | . |
| 13 | O=C(O)CCc1ccc(-c2ccccc2)n1-c1cccc(O)c1 | -0.6 | -4 | 8 | 5 | -11 | -8 | 24 | 0.8 | 5 |
| 14 | CCOC(=O)c1ccc(-n2c(CCC(=O)O)ccc2-c2ccc(F)cc2)cc1 | -2.4 | 6 | 3 | 5 | -12 | -6 | 34 | -1.9 | 1 |
| 15 | O=[N+]([O-])c1cc(Cl)ccc1-c1nc(-c2ccccc2)no1 | -2.6 | 31 | 3 | 1 | -1 | 0 | -7 | -2.6 | 5 |
| 16 | COCCNC(=O)CN(C(=O)CCC(=O)Nc1cc(C)on1)c1ccc(C)cc1C | -0.2 | -8 | -6 | 2 | -3 | 14 | -6 | 0.6 | -4 |
| 17 | COc1cc2cc(CN(CCCN3CCOCC3)C(=O)Nc3ccc(F)cc3)c(=O)[nH]c2cc1OC | 0.3 | 12 | -4 | -1 | 0 | 16 | 47 | 8.8* | 11 |
| 18 | COc1cc(C(=O)Nc2ccc(-c3nc4cc(C)ccc4o3)c(O)c2)cc(OC)c1OC | -2.3 | -12 | -5 | -2 | -18 | 0 | 30 | -2.9 | 1 |
| 19 | COc1ccnc(Oc2ccc(C)cc2)c1C#N | 0.8 | -2 | 3 | 3 | 14 | 3 | 16 | -0.8 | 8 |
| 20 | O=C(NCCCc1ccccc1)C1CCC(=O)N(CCc2ccc(Cl)cc2)C1 (stereo not drawn) | -2.2 | 13 | 2 | 1 | 7 | 8 | 29 | -2.0 | 0 |
| 21 | CCOc1ccc(S(=O)(=O)N(CC(N)=O)c2ccc(C)cc2)cc1 | 0.8 | 5 | 0 | -4 | -1 | -6 | 5 | -3.3 | 5 |
| 22 | CCOC(=O)CNC(=O)Cn1cnc2c(nnn2-c2cccc(Cl)c2)c1=O | -3.0 | . | 0 | -5 | 6 | -10 | 0 | -4.7 | 2 |
| 23 | Cc1nc2sccn2c(=O)c1CCN1CCC(=C(c2ccccc2)c2ccc(F)cc2)CC1 | -0.2 | 34 | 2 | . | 0 | 12 | 11 | 0.4 | 6 |
| 24 | COc1cccc(/C=C2\SC(=O)N(CCC(=O)NCCCn3ccnc3)C2=O)c1 | 0.1 | 6 | -1 | 2 | -8 | -7 | 38 | 5.9 | -4 |
| 25 | O=C(O)c1cc2n(n1)C(C(F)(F)F)CC(C1CC1)N2 (stereo not drawn) | -2.1 | . | -5 | -2 | 17 | -18 | 28 | -1.2 | -5 |
| 26 | COC(=O)c1ccc[n+](CC(=O)Nc2ccc(OC(F)F)cc2)c1 | -2.5 | 6 | 2 | 2 | 2 | -8 | -28 | 0.2 | 1 |
| 27 | CCOc1ccc(-c2cn(-c3ccccc3OC)c(=S)[nH]2)cc1 | -4.3 | -36 | 13 | -1 | -28 | 4 | -94 | -3.8 | 4 |
| 28 | Cc1cc(Cl)ccc1OC(C)C(=O)Nc1ccc(S(=O)(=O)Nc2cnc3ccccc3n2)cc1 (stereo not drawn) | 0.7 | 16 | -3 | 1 | -20 | -2 | 34 | -0.1 | -7 |
| 29 | COCC(=O)Nc1nnc(CCc2ccccc2)s1 | 0.2 | 1 | -9 | 9 | -12 | -3 | -16 | -1.5 | 8 |
| 30 | COc1ccc(S(=O)(=O)NCC(=O)N(CC(=O)NCC2CCCO2)Cc2ccc(F)cc2)cc1 (stereo not drawn) | -2.2 | 33 | -10 | 4 | -13 | 3 | 37 | 0.0 | -4 |

Numbers 7–8 from above:
| no. | compound | IMP-1 inhibitor | NALP1 inh | M18AAP inhibitor | IDE act | p-CIP stab down | GPR7 antag | PHOSPHO1 block | VIM-2 inh | IDE inh |
| --- | --- | --- | --- | --- | --- | --- | --- | --- | --- | --- |
| 7 | O=C(c1ccccc1F)N1CCN(C(=O)C2CC2)CC1 | -1.3 | 8 | 3 | -7 | 0 | -4 | 13 | -0.8 | 2 |
| 8 | O=C(O)COc1c(-c2ccco2)oc2ccccc2c1=O | -2.0 | 1 | 5 | -1 | -3 | -11 | -22 | -0.3 | 1 |

Sorted by value in p-CIP stab down (low to high): 3 of the compounds above.
| entry | Compound | IMP-1 inhibitor | NALP1 inh | M18AAP inhibitor | IDE act | p-CIP stab down | GPR7 antag | PHOSPHO1 block | VIM-2 inh | IDE inh |
| --- | --- | --- | --- | --- | --- | --- | --- | --- | --- | --- |
| 16 | COCCNC(=O)CN(C(=O)CCC(=O)Nc1cc(C)on1)c1ccc(C)cc1C | -0.2 | -8 | -6 | 2 | -3 | 14 | -6 | 0.6 | -4 |
| 10 | Cc1[nH]c2ccccc2c1C(=O)COC(=O)C(C)C | -0.7 | 6 | 2 | 2 | 3 | 0 | 12 | -2.8 | -2 |
| 22 | CCOC(=O)CNC(=O)Cn1cnc2c(nnn2-c2cccc(Cl)c2)c1=O | -3.0 | . | 0 | -5 | 6 | -10 | 0 | -4.7 | 2 |

(list continues)
| no. | compound | IMP-1 inhibitor | NALP1 inh | M18AAP inhibitor | IDE act | p-CIP stab down | GPR7 antag | PHOSPHO1 block | VIM-2 inh | IDE inh |
| --- | --- | --- | --- | --- | --- | --- | --- | --- | --- | --- |
| 31 | O=C(COC(=O)c1cccs1)Nc1cccc(S(=O)(=O)N2CCOCC2)c1 | -3.7 | 26 | 1 | -2 | 1 | -6 | -16 | -0.2 | -2 |
| 32 | COc1cccc(-c2c(C(=O)N/N=C(\C)COc3ccccc3)nnn2-c2nonc2N)c1 | -3.3 | 17 | 3 | 5 | -18 | 1 | 28 | -3.8 | 7 |
| 33 | CN1CCN(C(=S)Nc2cccc(C(F)(F)F)c2)CC1 | -1.4 | 29 | -4 | -1 | 10 | -9 | -15 | -2.4 | -4 |
| 34 | CC1CCN(C(=O)C(Cc2ccccc2)n2cccc2)CC1 (stereo not drawn) | -2.3 | 35 | 0 | -7 | -7 | -3 | 30 | -1.6 | 1 |
| 35 | Cc1cc(C)c(C#N)c(OCc2ccc(Cl)nc2)n1 | -2.0 | -7 | 1 | 2 | 11 | -1 | -3 | 0.3 | 6 |
| 36 | Cc1[nH]c(=O)[nH]c(=O)c1S(=O)(=O)N1CCCC(C(=O)N2CCN(c3ccccc3Cl)CC2)C1 (stereo not drawn) | -3.5 | -6 | 1 | 3 | -1 | -7 | 1 | 0.5 | 5 |
| 37 | Cc1ccc(C(=O)NCCS(=O)(=O)N2CCN(c3ccccc3F)CC2)cc1[N+](=O)[O-] | -1.3 | 26 | -4 | 7 | -4 | 21 | 10 | -3.9 | 7 |
| 38 | O=C(NC1CCCCC1)C1CCCN1S(=O)(=O)c1ccc(Cl)cc1 (stereo not drawn) | -3.0 | -5 | 1 | 3 | -13 | -3 | 40 | -2.8 | -1 |
| 39 | CC(NC(=O)CN(C)Cc1cccs1)c1ccccc1 (stereo not drawn) | -2.4 | 7 | 10 | -1 | 9 | -10 | 4 | -1.8 | -4 |
| 40 | CN(Cc1ccccc1)c1nc2c(c(=O)n(C)c(=O)n2C)n1CCCc1ccccc1 | -2.4 | 40 | 0 | 1 | 0 | 0 | 4 | -1.1 | 3 |
| 41 | COc1ccc(-n2c(COc3cccc(C)c3)nnc2SCC(=O)O)cc1 | -4.9 | 2 | -3 | 4 | 5 | -13 | 4 | -1.2 | 4 |
| 42 | Cc1ccc(NC(=O)C2Cc3ccccc3C(=O)O2)cc1 (stereo not drawn) | -1.5 | -2 | 4 | 5 | -9 | 8 | -2 | -0.5 | -4 |
| 43 | COC(CNC(=O)c1cn(C)c2ccc(S(=O)(=O)N3CCOCC3)cc2c1=O)OC | -3.8 | 6 | 5 | 1 | 2 | -16 | 23 | -1.4 | 3 |
| 44 | O=C(O)c1ccc(N/N=C/c2ccc(F)c(F)c2)cc1 | -1.0 | 13 | -8 | -1 | -3 | 6 | -9 | -0.9 | -2 |
| 45 | C/C(N)=C(/C#N)C(=O)COC(=O)c1ccncc1 | 0.3 | 19 | -11 | 1 | 0 | -7 | 34 | 0.7 | 1 |

Filtered by structure: the entries above with a cyano group
| no. | compound | IMP-1 inhibitor | NALP1 inh | M18AAP inhibitor | IDE act | p-CIP stab down | GPR7 antag | PHOSPHO1 block | VIM-2 inh | IDE inh |
| --- | --- | --- | --- | --- | --- | --- | --- | --- | --- | --- |
| 19 | COc1ccnc(Oc2ccc(C)cc2)c1C#N | 0.8 | -2 | 3 | 3 | 14 | 3 | 16 | -0.8 | 8 |
| 35 | Cc1cc(C)c(C#N)c(OCc2ccc(Cl)nc2)n1 | -2.0 | -7 | 1 | 2 | 11 | -1 | -3 | 0.3 | 6 |
| 45 | C/C(N)=C(/C#N)C(=O)COC(=O)c1ccncc1 | 0.3 | 19 | -11 | 1 | 0 | -7 | 34 | 0.7 | 1 |

Marked active in M18AAP inhibitor, of those listed so far:
| no. | compound | IMP-1 inhibitor | NALP1 inh | M18AAP inhibitor | IDE act | p-CIP stab down | GPR7 antag | PHOSPHO1 block | VIM-2 inh | IDE inh |
| --- | --- | --- | --- | --- | --- | --- | --- | --- | --- | --- |
| 6 | O=[N+]([O-])c1ccc(N/N=C/c2ccc(OCc3cccc4ccccc34)cc2)nc1 | -3.4 | -9 | 45* | 4 | -10 | -17 | -5 | -5.4 | -1 |
